# Assay outcomes (PubChem BioAssay)
# hgDAF-12 ag: H. glycines DAF-12 receptor agonists, primary screen, cell-based, luminescence, HEK293, GAL4 fusion, UAS-luciferase | HEK293 GAL4-hgDAF12 UAS-luciferase reporter, agonist luminescence; normalized to butyrate control | actives 1.8% (n = 370,000) | Nuclear hormone receptor DAF-12 (Heterodera glycines), GAL4 fusion | activation, % at 6.8 µM;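 active means activation above a cutoff set at the mean of all screened compounds plus 3 SD, cut at about 10% in these data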;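 further: 0% = DMSO wells and 100% = sodium butyrate wells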
# PLCg1 inh: PLC-gamma1 enzyme inhibitors, primary screen, biochemical, fluorescence, purified enzyme; inhibition, % at 12.2 µM; fluorogenic substrate; AID 720700, 2013; 1-phosphatidylinositol 4,5-bisphosphate phosphodiesterase gamma-1 (Homo sapiens), P19174; actives 0.84% (n = 370,000); in the data active means inhibition above about 9.5%
# ADAM10 inh: human ADAM10 inhibitors, primary screen, biochemical, QFRET, HTS; recombinant ADAM10, EDANS/DABCYL FRET peptide cleavage, 3 h; Disintegrin and metalloproteinase domain-containing protein 10 (Homo sapiens), O14672; AID 720582, 2013; inhibition, % at 7 µM; actives 0.62% (n = 370,000);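 active means inhibition above a per-campaign cutoff equal to the mean of compounds falling between control-based bounds plus 3 SD, cut at about 20% in these data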;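 further: 0% = DMSO wells while the 100% control is not disclosed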
# HGIII-sPLA2 inh: human group III sPLA2 inhibitors, primary screen, biochemical, QFRET, BODIPY PC-A2 liposome substrate; QFRET BODIPY PC-A2 liposome hydrolysis, fluorescence; inhibition, % at 12.2 µM; actives 0.56% (n = 370,000); AID 743126, 2013;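 active means inhibition above mean plus 3 SD of compounds lying within the high and low control bounds, cut at about 19% in these data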;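 further: 0% = median of test compound wells and 100% = no enzyme DMSO wells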
# PLC-beta3 inh: human PLC-beta3 inhibitors, primary screen, biochemical, fluorescence. 1-phosphatidylinositol 4,5-bisphosphate phosphodiesterase beta-3 (Homo sapiens), Q01970. Purified PLC-beta3, fluorogenic substrate. inhibition, % at 12.2 µM. actives 0.18% (n = 370,000). AID 720704, 2013; in the data active means inhibition above about 11%;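 further: 0% = median of compound wells on plate and 100% = full blocker control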
# Target sequence (Q01970 whole entry, looked up): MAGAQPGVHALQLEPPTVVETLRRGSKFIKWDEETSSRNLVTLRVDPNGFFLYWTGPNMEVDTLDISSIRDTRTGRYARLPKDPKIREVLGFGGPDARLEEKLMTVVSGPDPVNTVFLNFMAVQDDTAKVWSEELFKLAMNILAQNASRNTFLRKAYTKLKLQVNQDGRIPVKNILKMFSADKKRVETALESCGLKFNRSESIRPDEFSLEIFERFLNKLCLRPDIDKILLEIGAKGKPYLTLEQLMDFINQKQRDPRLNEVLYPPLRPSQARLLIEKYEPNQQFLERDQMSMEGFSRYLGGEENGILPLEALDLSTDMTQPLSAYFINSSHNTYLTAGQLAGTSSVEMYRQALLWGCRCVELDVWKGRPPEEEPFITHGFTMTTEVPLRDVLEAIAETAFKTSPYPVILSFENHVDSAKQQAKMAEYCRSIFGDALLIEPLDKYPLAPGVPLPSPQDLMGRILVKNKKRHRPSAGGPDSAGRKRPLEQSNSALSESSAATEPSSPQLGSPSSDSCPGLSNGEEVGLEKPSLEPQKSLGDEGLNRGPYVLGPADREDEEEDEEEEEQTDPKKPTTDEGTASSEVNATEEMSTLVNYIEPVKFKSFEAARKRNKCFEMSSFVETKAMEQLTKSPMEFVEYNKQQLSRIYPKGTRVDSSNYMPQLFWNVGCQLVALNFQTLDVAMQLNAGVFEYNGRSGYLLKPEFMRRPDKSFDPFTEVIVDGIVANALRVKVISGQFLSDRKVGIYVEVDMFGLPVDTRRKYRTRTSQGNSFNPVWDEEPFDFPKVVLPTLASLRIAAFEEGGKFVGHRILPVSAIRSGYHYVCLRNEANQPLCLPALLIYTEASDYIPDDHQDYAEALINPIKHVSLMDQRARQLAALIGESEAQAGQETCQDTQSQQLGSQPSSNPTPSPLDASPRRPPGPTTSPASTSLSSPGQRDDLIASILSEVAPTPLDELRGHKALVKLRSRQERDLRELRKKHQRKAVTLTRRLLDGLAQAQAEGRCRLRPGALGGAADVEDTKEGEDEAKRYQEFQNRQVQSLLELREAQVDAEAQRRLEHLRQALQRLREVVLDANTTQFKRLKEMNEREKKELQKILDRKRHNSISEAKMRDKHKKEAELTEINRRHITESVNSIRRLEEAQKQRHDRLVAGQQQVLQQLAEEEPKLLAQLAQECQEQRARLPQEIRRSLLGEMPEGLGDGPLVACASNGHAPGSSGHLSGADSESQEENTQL
# ADAM17 inh: ADAM17 inhibitors, primary screen, biochemical, QFRET | Disintegrin and metalloproteinase domain-containing protein 17 (Homo sapiens), P78536 | actives 0.83% (n = 370,000) | inhibition, % at 6.95 µM | recombinant ADAM17, EDANS/DABCYL FRET peptide cleavage;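 active means inhibition above the mean of compounds lying between control limits plus 3 SD, set per campaign, cut at about 8.5% in these data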;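 further: 0% = DMSO-only wells as the low control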
# DAX1 inh-1: DAX1 (NR0B1) inhibitors, primary screen, cell-based, HEK293, Gal4-DAX1, luciferase luminescence; Nuclear receptor subfamily 0 group B member 1 (Homo sapiens), P51843; HEK293 Gal4-DAX1 luciferase reporter; inhibition, % at 6.75 µM; actives 0.99% (n = 340,000); AID 504766, 2011;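 active means inhibition above the mean over all tested compounds plus 3 SD, cut at about 4.2% in these data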;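 further: 0% = DAX1-transfected cells with DMSO and 100% = empty-vector control cells with DMSO; inhibition shows as a rise in luminescence from relieved DAX1 repression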
# DAX1 inh-2: DAX1 (NR0B1) inhibitors on StAR promoter, primary screen, cell-based, luminescence, SF-1 (NR5A1), full-length DAX-1 | inhibition, % at 6.8 µM | HEK293T StAR-luciferase reporter, SF-1/DAX-1 repression relief | AID 652010, 2013 | actives 1.1% (n = 370,000);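 active means inhibition above the mean over all tested compounds plus 3 SD, cut at about 3.6% in these data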;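 further: 0% = DAX-1 cells with DMSO and 100% = cells lacking DAX-1 with DMSO; higher inhibition means more luminescence from relief of DAX-1 repression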
# GAA850 FXN act: FXN promoter activators, primary screen, cell-based, luciferase luminescence, HEK293 lucGAA850 | activation, % at 6 µM | AID 540364, 2011 | actives 0.56% (n = 360,000) | HEK293 lucGAA850 FXN promoter luciferase reporter, 24 h; percent of 10 µM SAHA response;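 active means activation above the average of all compounds screened plus 3 SD, cutoff fixed separately per campaign, cut at about 7.5% in these data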;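 further: 0% = DMSO wells and 100% = 10 µM SAHA wells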
# ssDAF-12 act: S. stercoralis DAF-12 nuclear receptor activators, primary screen, cell-based, luminescence, HEK293, GRIP1 co-expression, lit1-tk-luc. AID 652126, 2013. activation, % at 6.8 µM. HEK293 ssDAF-12/GRIP1 lit1-tk-luc reporter; % of 3 µM dafachronic acid response. Nuclear hormone receptor DAF-12 (Strongyloides stercoralis). actives 1% (n = 370,000);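 active means activation above the mean over all tested compounds plus 3 SD, cut at about 0.9% in these data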;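 further: 0% = DMSO-only wells and 100% = 3 µM delta7-dafachronic acid wells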
# hcDAF12 agonist: H. contortus DAF-12 nuclear receptor activators, primary screen, cell-based, luminescence, HEK293, lit1-tk-luc reporter; HEK293 hcDAF-12 lit1-tk-luc reporter; 0% DMSO, 100% Δ7-dafachronic acid; activation, % at 6.8 µM; actives 1.4% (n = 370,000);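 active means activation above the mean of all tested compounds plus 3 SD, cut at about 5.5% in these data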;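 further: 100% = response to 3 µM Δ7-dafachronic acid high control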
# An asterisk follows results filed as active; i = inactive; x = not tested or not shown. Outcome played no part in choosing rows; about 6.9% have a hit in one of these screens.
Molecule	hgDAF-12 ag	PLCg1 inh	ADAM10 inh	HGIII-sPLA2 inh	PLC-beta3 inh	ADAM17 inh	DAX1 inh-1	DAX1 inh-2	GAA850 FXN act	ssDAF-12 act	hcDAF12 agonist
ON=C1CCCCCCCC1	3.6	1	-12	0	2	-5	1.7	-0.4	2.0	-0.7	0.3
CC(=O)N1CCCC1(C(=O)O)c1ccccc1 (stereo not given)	-2.2	2	-3	2	-1	-4	2.2	0.5	1.7	-1.2	1.4
OCCNc1nnc(-c2ccccc2)c(-c2ccccc2)n1	-3.4	-10	-1	16	-9	-6	-1.3	-0.2	2.7	-1.1	0.9
Cc1cc(C(=O)N/N=C/c2cccc([N+](=O)[O-])c2)c(C)n1-c1ccccc1	1.2	2	3	-17	5	1	0.2	1.4	5.7	-1.2	-1.0
O=c1cc(O)nc(SC23CC4CC(CC(C4)C2)C3)[nH]1	1.6	-2	-4	4	0	-1	-0.1	-0.1	-1.1	-0.1	0.0
O=C(Nc1ccccc1N1CCN(c2ccc(F)cc2)CC1)c1ccccc1	-0.4	0	-2	5	-3	-3	1.1	0.3	-0.3	-1.2	2.2
Cc1c(CC(=O)NCCC(C)C)c(=O)oc2cc3c(cc12)CCC(C)(C)O3	1.7	-13	-185	-3	-23	-72	2.2	0.3	-0.2	-1.2	2.9
COc1ccccc1NC(=O)CSc1nncn1-c1ccccc1	-0.3	1	1	-2	-4	-2	0.6	0.2	0.1	-1.7	2.1
CC(Sc1ccccc1)C(=O)N/N=C/c1ccccc1 (stereo not given)	-1.6	0	-6	-1	-10	-1	-0.5	-0.8	-0.3	-1.2	-1.4
CC(=O)c1cccc(S(=O)(=O)NCCC(=O)O)c1	-2.5	2	1	-2	0	0	-1.0	-0.9	2.0	-1.4	2.1
O=C(Nc1cc(S(=O)(=O)N2CCOCC2)ccc1N1CCOCC1)c1cccc(S(=O)(=O)N2CCCCC2)c1	-1.1	0	15	-3	-5	1	1.6	-0.9	1.5	-1.6	-2.3
CN(CCc1ccccc1)C(=O)c1ccc(NC(=O)Cc2ccc(NC(=O)C3CCN(C(=O)CCc4ccccc4)CC3)cc2)cc1	-0.4	2	-3	-29	1	5	-3.8	-5.7	0.1	-2.2	-3.3
CCCCc1nc2cc(C(=O)N3CCCCC3CCNC(C)=O)ccc2o1 (stereo not given)	2.0	1	1	-3	-2	-1	-0.5	0.1	2.1	-0.9	-1.4
Cc1cc(NC(=O)COc2ccc(N(C)S(=O)(=O)c3ccccc3)cc2)no1	0.2	-2	3	-8	0	-1	-0.6	-0.4	-0.6	-0.8	-0.8
COc1ccc(-n2nc(C(=O)NCC(=O)NCC3CCCO3)c3ccccc3c2=O)cc1Cl (stereo not given)	0.1	-66	-6	-4	-78	-3	-0.6	0.2	0.0	-1.1	-0.9
COc1ccccc1NC1=CC(=O)CC(c2ccccc2)C1 (stereo not given)	-1.9	-2	-6	1	0	-2	-0.2	0.1	0.7	-1.4	1.0
O=C1C2CC=CCC2C(=O)N1Nc1ccccc1 (stereo not given)	0.3	1	-6	6	-2	-5	0.3	0.1	-1.1	-1.2	-0.5
NC(=O)C1CC(O)CN1c1nc(CN2CCOCC2)nc2scc(-c3ccccc3)c12 (stereo not given)	0.1	-14	-18	6	-19	-10	1.4	0.7	-1.6	-1.1	0.3
C=CCn1c(=NC(=O)c2cccs2)sc2cc(NC(C)=O)ccc21	9.1	-247	-70	6	-316	-17	1.3	1.1	2.2	0.2	6.2*
O=C(Nc1ccncc1Cl)c1ccncc1	-1.0	1	-4	13	-5	0	0.8	0.8	0.0	-0.8	1.2
c1ccc(C2=Nn3c(nnc3-c3ccco3)SC2)cc1	0.0	-1	-7	-5	-3	-1	-0.4	-1.4	1.1	-1.5	-1.0
Cn1c(=O)[nH]c(=O)c2c1nc(N1CCCCC1)n2CC(O)COc1ccc([N+](=O)[O-])cc1 (stereo not given)	-0.8	2	-2	-7	-1	-1	-0.6	-0.6	-0.6	-1.8	0.6
Clc1cccc(Nc2nc(-c3ccncc3)cs2)c1	14*	-3	-9	-25	-18	1	-1.0	0.8	6.9	-0.9	1.8
Cc1ccc(C(=O)N/C(=C\c2ccc(Cl)cc2)C(=O)NCC2CCCO2)cc1 (stereo not given)	1.8	-23	-12	-6	-30	-7	1.3	-0.4	-0.2	-1.1	0.1
COc1ccc(-n2nc(C(=O)NCC(=O)NC(C)C)c3ccccc3c2=O)c(OC)c1	0.1	-2	7	7	-4	-5	-0.7	-0.1	0.9	-1.4	-0.5
COc1ccc(C(CNC(=O)c2cccc(S(=O)(=O)Nc3ccccc3OC)c2)N2CCOCC2)cc1 (stereo not given)	-1.1	2	7	-7	-3	4	-0.8	0.3	-1.0	-0.3	0.0
COc1cc(C(=O)Nc2ccc(OCC(=O)O)cc2)cc(OC)c1OC	2.1	5	2	4	2	2	-1.0	0.1	3.2	-0.9	-0.7
Cc1ccc(C(=O)OCC(=O)Nc2ccccc2N2CCOCC2)cc1	-0.3	-1	5	-4	-2	-4	-0.1	0.8	2.7	-1.3	-1.6
Cc1cc(C)c(S(=O)(=O)c2ccccc2C(=O)O)c(C)c1	-0.8	-2	-9	3	-3	-4	-0.1	-0.1	1.4	-0.9	-1.1
CC(C)CNC(=O)CSc1nnc(-c2ccc(Cl)cc2)n1N	-0.3	4	-3	3	0	1	1.6	-0.9	0.5	-1.0	-1.4

# Full records from above. Values in the order: hgDAF-12 ag | PLCg1 inh | ADAM10 inh | HGIII-sPLA2 inh | PLC-beta3 inh | ADAM17 inh | DAX1 inh-1 | DAX1 inh-2 | GAA850 FXN act | ssDAF-12 act | hcDAF12 agonist
# `Clc1cccc(Nc2nc(-c3ccncc3)cs2)c1` across the screens: 14* | -3 | -9 | -25 | -18 | 1 | -1.0 | 0.8 | 6.9 | -0.9 | 1.8
# `CC(=O)N1CCCC1(C(=O)O)c1ccccc1` (stereo not given) across the screens: -2.2 | 2 | -3 | 2 | -1 | -4 | 2.2 | 0.5 | 1.7 | -1.2 | 1.4
# `Cc1ccc(C(=O)OCC(=O)Nc2ccccc2N2CCOCC2)cc1` across the screens: -0.3 | -1 | 5 | -4 | -2 | -4 | -0.1 | 0.8 | 2.7 | -1.3 | -1.6
# `CCCCc1nc2cc(C(=O)N3CCCCC3CCNC(C)=O)ccc2o1` (stereo not given) across the screens: 2.0 | 1 | 1 | -3 | -2 | -1 | -0.5 | 0.1 | 2.1 | -0.9 | -1.4

# Continued.
Molecule	hgDAF-12 ag	PLCg1 inh	ADAM10 inh	HGIII-sPLA2 inh	PLC-beta3 inh	ADAM17 inh	DAX1 inh-1	DAX1 inh-2	GAA850 FXN act	ssDAF-12 act	hcDAF12 agonist
COc1ccc(C(=O)CCC(=O)Nc2cccnc2)c(OC)c1	-1.1	2	7	3	-3	0	0.2	-0.4	1.3	-0.9	-1.7
COC(=O)C1=C(C)Nc2c(c(=O)n(C)c(=O)n2C)C1c1cccc(O)c1 (stereo not given)	0.5	4	-7	5	-18	-6	2.6	0.4	1.4	-0.5	1.8
CC1CC(C)CN(CCCNC(=O)CCC(=O)N2CC(C)Oc3ccccc32)C1 (stereo not given)	-1.6	1	-13	5	0	0	0.3	0.3	0.7	0.1	-1.9
COc1ccc(N2C(=O)NC3CC2(C)Oc2ccccc23)cc1 (stereo not given)	-2.0	-1	5	-1	-10	-2	2.1	0.4	-0.2	-2.0	-0.1
Nc1nc(-c2ccccc2)cn1N	6.0	-42	-13	12	-50	-10	0.5	0.4	-0.2	-0.3	-0.4
Cc1ccc(NC(=O)C2CCN(S(=O)(=O)c3ccc4c(c3)OCCO4)CC2)c(O)c1	0.3	-3	3	-78	-5	1	-1.5	-1.3	3.1	-1.3	-0.2
CN(CCc1ccccc1)C(=O)c1ccc(NC(=O)Cc2ccc(NC(=O)C3CCCN(C(=O)c4ccccc4)C3)cc2)cc1 (stereo not given)	-0.3	-1	4	-33	1	1	-1.8	-2.2	-2.4	-1.1	-2.5
CC(C)(S)[C@@H](N)C(=O)O	5.3	-1	-13	3	1	-4	0.4	-0.7	-0.8	-1.4	-0.8
COC(=O)c1ccc2c(c1)C(C)(C)C(/C=C/c1ccccc1O)=[N+]2C	1.8	-318	-49	-3	i	-40	-3.6	-2.9	-6.9	-0.6	0.8
CCN(CC)c1ccc(NC(=O)CNCc2ccccc2Cl)c(C)c1	-4.4	0	3	11	-1	3	0.5	-0.1	0.1	-1.7	-0.3
COc1cc(C(=O)NCC(C)(C)CNC(=O)c2cc(OC)c(OC)c(OC)c2)cc(OC)c1OC	-3.2	5	6	0	1	-1	-0.7	-0.4	-0.4	-1.9	-1.0
Cc1noc(C)c1CSCc1ccc(Cl)cc1	1.4	1	-9	-6	3	-2	x	-0.4	3.3	-0.7	-1.9
CC(C)c1ccc(C(N)=S)cc1	0.1	-2	-3	16	1	-2	0.6	-0.8	0.1	-1.2	-1.8
COc1ccc(CNC(=O)COC(=O)/C=C/c2ccc(S(=O)(=O)N3CCOCC3)cc2)cc1	-0.9	2	-2	-8	3	-1	x	-0.4	0.7	-0.8	-2.6
COc1ccccc1NC(=O)Nc1nnc(C(C)c2ccccc2)s1 (stereo not given)	2.0	2	5	-27	-4	4	-1.2	-0.6	0.9	-0.6	-1.1
CNC(=O)CSc1nnc(-c2ccccc2F)n1CCc1ccccc1	-6.2	3	-4	16	-12	-4	1.9	-0.2	-1.2	-2.3	0.2
CC(C)NC(=O)N(C)C[C@H]1Oc2c(NC(=O)C3CCCCC3)cccc2C(=O)N([C@H](C)CO)C[C@@H]1C	-1.2	0	-3	-4	0	-3	1.1	0.0	-0.3	-1.1	-1.9
